TbPYK inhibitor = qHTS of Trypanosoma Brucei Inhibitors; pyruvate kinase (Trypanosoma brucei), Q57TT1; TbPYK enzyme, Kinase-Glo Plus ATP luminescence, 45 min; Potency, µM (doses to about 76.8 µM), for the others: at the top dose activity, negative = inhibition, most hits filed as inhibitors; 0.12% of 410,000 active; further: potency means the concentration at half of the fitted maximal effect; nearly all actives have a fitted effect of over 50% in size
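T. brucei PYK with substrate was exposed to pin-transferred compounds across a concentration series, then started with 130 uM ADP (final). After 45 min at room temperature, Kinase-Glo Plus luminescence was read, normalized and curve-fitted.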
HCMV inh = qHTS Assay for inhibitors of the human cytomegalovirus (HCMV); activity change, negative = inhibition, % at 57.5 µM; HFF cells, HCMV-luciferase reporter, 72 h; active compounds read low; 4.5% of 410,000 active; AID 1259415, 2018; in the data active means activity change below about -60%; inconclusive means no clear call, values can overlap the other calls; inactive means above about -39%
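Two-dose cell screen: HFF monolayers treated with compounds and infected with luciferase-expressing HCMV at 1 PFU/cell, 72 h at 37C, then lysed for luciferase measurement.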
AmpC detergent = qHTS Inhibitors of AmpC Beta-Lactamase (assay with detergent); P00811; AmpC hydrolysis of nitrocefin, absorbance 480 nm, 0.01% Triton; Potency, µM (doses to about 114 µM), for the others: at the highest dose activity change, negative = inhibition, most hits filed as inhibitors; 0.041% of 370,000 active;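 further: potency means the concentration at half of the fitted maximal effect; 0% = no-compound wells and -100% = no-enzyme wells; nearly all actives have a fitted effect of over 25% in size; some results filed as inactive show a strong effect at the top dose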
Target sequence (P00811 whole entry, looked up): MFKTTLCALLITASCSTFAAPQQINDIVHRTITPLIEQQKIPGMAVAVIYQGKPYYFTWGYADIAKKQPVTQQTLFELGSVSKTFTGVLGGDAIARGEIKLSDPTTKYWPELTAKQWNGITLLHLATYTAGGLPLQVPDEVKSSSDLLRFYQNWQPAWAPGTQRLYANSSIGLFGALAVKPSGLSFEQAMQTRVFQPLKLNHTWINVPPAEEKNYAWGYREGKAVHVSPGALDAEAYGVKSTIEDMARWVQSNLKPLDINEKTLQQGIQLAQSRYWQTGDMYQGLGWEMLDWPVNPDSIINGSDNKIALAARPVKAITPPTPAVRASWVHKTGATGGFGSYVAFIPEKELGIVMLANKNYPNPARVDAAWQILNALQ
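AmpC (5.3 nM in the dispensed reagent) in 20 mM phosphate pH 7.0 with 0.01% (detergent screen) or 0.0001% Triton X-100 was preincubated with compounds for 15 min at room temperature. Nitrocefin was then added from an 800 uM solution, and hydrolysis was followed at 480 nm.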
AMA1-RON2 inh = qHTS for Inhibitors of AMA1-RON; Towards Development of Antimalarial Drug Lead: Primary Screen | Plasmodium falciparum AMA1 (3D7) - RON2 peptide interaction | 0.2% of 360,000 active | AlphaScreen AMA1-biotinylated RON2 peptide binding | Potency, µM (doses to about 58.2 µM), without a hit: at the highest dose activity change, negative = inhibition, most hits filed as inhibitors;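 further: potency means the concentration at half of the fitted maximal effect; 0% = vehicle wells and -100% = peptide control; nearly all actives have a fitted effect of over 45% in size; some results filed as inactive show a strong effect at the top dose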
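AMA1 (3D7) with his tag at 25 nM final met compounds first, then biotinylated RON2 peptide at 25 nM; detection used donor plus acceptor beads, 10 µg/mL apiece, read by AlphaScreen after 30 min at room temperature.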
AmpC no deterg = qHTS Inhibitors of AmpC Beta-Lactamase (assay without detergent); AmpC nitrocefin hydrolysis, absorbance 480 nm, 0.0001% Triton; Potency, µM (highest dose often 57.1 µM), for inactives: at the top dose activity change, negative = inhibition, actives largely listed as inhibitors; 0.52% of 330,000 active;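 further: potency means the concentration at half of the fitted maximal effect; plate controls were no compound for no effect and no enzyme for full effect; nearly all actives have a fitted effect of over 20% in size; some results filed as inactive show a strong effect at the top dose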
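AmpC (5.3 nM in the dispensed reagent) in 20 mM phosphate pH 7.0 with 0.01% (detergent screen) or 0.0001% Triton X-100 was preincubated with compounds for 15 min at room temperature. Nitrocefin was then added from an 800 uM solution, and hydrolysis was followed at 480 nm.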
LmPK inhibitor = qHTS Assay for Inhibitors of Leishmania Mexicana Pyruvate Kinase (LmPK); Potency, µM (doses to about 57.5 µM), without a hit: top-dose activity change, negative = inhibition, most hits filed as inhibitors; purified LmPK, Kinase-Glo ATP luminescence, 1 h; 0.37% of 290,000 active; further: potency means the concentration at half of the fitted maximal effect
Target sequence (Q27686 whole entry, looked up): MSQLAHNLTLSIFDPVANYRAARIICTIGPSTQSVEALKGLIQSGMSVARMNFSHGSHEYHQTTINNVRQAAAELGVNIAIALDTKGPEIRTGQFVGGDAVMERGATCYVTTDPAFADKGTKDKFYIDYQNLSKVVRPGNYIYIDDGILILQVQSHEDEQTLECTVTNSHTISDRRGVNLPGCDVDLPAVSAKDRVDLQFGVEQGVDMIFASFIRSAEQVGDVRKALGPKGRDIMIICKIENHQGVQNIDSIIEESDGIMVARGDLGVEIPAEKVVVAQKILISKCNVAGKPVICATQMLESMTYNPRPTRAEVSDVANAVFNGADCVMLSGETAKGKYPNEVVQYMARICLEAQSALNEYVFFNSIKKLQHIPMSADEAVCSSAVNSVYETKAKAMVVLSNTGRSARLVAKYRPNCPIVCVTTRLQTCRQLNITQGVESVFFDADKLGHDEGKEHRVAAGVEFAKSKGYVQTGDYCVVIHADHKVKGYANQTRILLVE
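Kinase-Glo luminescence read after 1 h RT reaction of 0.1 nM LmPK with 0.5 mM PEP and 0.1 mM ADP. Activity scaled between uninhibited and enzyme-free controls.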
Sm TGR inh = qHTS Assay for the Inhibitors of Schistosoma Mansoni Peroxiredoxins. purified TGR, DTNB reduction, TNB absorbance 405 nm. AID 485364, 2010. 3% of 360,000 active. Potency, µM (doses to about 114 µM), for inactives: top-dose activity change, negative = inhibition, usual class: inhibitors; further: potency means the concentration at half of the fitted maximal effect; nearly all actives have a fitted effect of over 60% in size
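Kinetic colorimetric format: TGR-catalysed, NADPH-driven DTNB reduction monitored via TNB absorbance. Enzyme dispensed at 20 nM; compound exposure 15 min at room temperature before reaction start.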
Starred values were filed as active, the others as inactive; ? = inconclusive; · = not tested or not shown; [ ] = remark or other dose. Unless noted, the call rests on the fitted dose curve; in most records, active means well fitted curve in the direction sought with a large enough effect; inconclusive means small, poorly fitted or top-dose-only effect, or another doubt; inactive means no such curve, though single readings can be large; an effect the other way counts as inactive or inconclusive. Unless noted, on the % scale 0 is the no-effect control and ±100 the full control effect.

Molecule,AmpC no deterg,TbPYK inhibitor,AmpC detergent,Sm TGR inh,LmPK inhibitor,AMA1-RON2 inh,HCMV inh
O=C(CCS(=O)(=O)c1ccc2c(c1)NC(=O)CS2)NCCc1ccccc1,-11%,5%,?,32µM*,-6%,14%,5
COCCCNc1nc2c(c(=O)[nH]c(=O)n2C)n1CC(O)COc1ccc(Cl)cc1 (stereo unspecified),·,-8%,20%,9%,·,·,6
O=C(C[n+]1cc2ccccc2c2ccccc21)c1ccccc1,-22%,3%,-2%,-5%,2%,-10%,3
O=S(=O)(NCCc1csc2nc(-c3ccc(Cl)cc3)nn12)c1cccs1,·,7%,3%,5%,·,·,-5
CC(C)CN1C(=O)C(=O)N(CC(=O)NC(C)CCc2ccccc2)C1=O (stereo unspecified),18%,5%,-5%,-5%,·,-1%,2
CC1=C(c2ccccc2)C(O)(c2ccccc2)C(C)C1=O (stereo unspecified),·,-6%,·,·,·,16%,1
O=C(CCCCCN1C(=O)CCC1=O)NCc1ccccc1,-7%,5%,2%,-1%,-4%,18%,17
Cc1cc(Nc2ccccc2O)nc(C)n1,·,2%,15%,-4%,·,·,-1
Oc1ccc(Cl)cc1C1=NCCNC(C(F)(F)C(F)F)=C1,-4%,-3%,4%,-19%,5%,2%,-31
CCOC(=O)c1cnc2nc(NCc3ccc(OC)c(OC)c3)[nH]n2c1=O,-21%,0%,-8%,-10%,10%,-10%,-22
CCOC(=O)C(=O)N(C)c1c(CC)nc2c(OCCC3CCCCC3)cccn12,·,-7%,·,·,·,34%[activator],-10
COc1ccc(CNC(=O)CCC2N=C3c4ccccc4N=C(SCc4ccccc4F)N3C2=O)cc1 (stereo unspecified),·,-2%,0%,-6%,·,·,27
COc1ccccc1N1CCN(C(=O)c2c(C)cc(=O)oc2C)CC1,-12%,-2%,?,-5%,8%,0%,-23
N#CCCn1c(SCC(=O)c2c[nH]c3ccccc23)nc2ccccc21,-50%,2%,-12%,2%,-2%,4%,7
CCN1C(=O)[C@H]2[C@@H](c3ccc(-c4cccc(Cl)c4)c(OC)c3)N3CCC[C@@]3(C(=O)OC)[C@H]2C1=O,143%[activator],3%,·,·,·,-7%,15
CCCn1c(N)c(C(=O)CSc2nnc3n2CCCCC3)c(=O)n(C)c1=O,-7%,0%,-6%,-5%,·,5%,-10
O=C(NCC1CCCO1)c1c(O)nc2sccn2c1=O (stereo unspecified),-6%,2%,-6%,0%,·,18%,-35
CC(C(=O)Nc1ccccc1)n1nnc2sc3c(c2c1=O)CCCC3 (stereo unspecified),·,-7%,3%,1%,·,·,-15
O=C(CN(Cc1ccccc1)S(=O)(=O)c1ccccc1)N/N=C/c1ccccc1[N+](=O)[O-],-21%,-3%,?,7%,8%,-23%,1
Cn1nnnc1SCCNCc1ccccc1Cl,·,-2%,-2%,-5%,·,·,29
COc1ccc(C(c2nnnn2C2CCCC2)N2CCC(C)CC2)c(OC)c1 (stereo unspecified),84%[activator],4%,2%,-1%,2%,1%,-37
CCOC(=O)C1=C(CC)Nc2ccccc2N=C1NC(=O)c1ccc(C)c(S(=O)(=O)N2CCOCC2)c1,29%,-3%,-7%,4%,·,1%,-26
COc1ccccc1NC(=O)C1=C(C)NC(=O)NC1c1cccc(OC)c1OC (stereo unspecified),7%,-4%,-7%,12%[11.4 µM],8%,2%,-26
COc1cc(CN(C)c2ncnc3sccc23)ccc1OC(F)F,-7%,4%,2%,-4%,-1%,19%,?
COc1cccc(CNC(=O)CCC2CCCN(C(=O)c3ccc(F)c(Cl)c3)C2)c1 (stereo unspecified),102%[activator],0%,?,-1%,0%,8%,?
CC1CCN(C(=O)CCNC(=O)c2ccccc2Cl)CC1,19%,-1%,2%,-2%,-7%,17%,-35
COc1ccc(-c2noc(CCC(=O)N3CCN(c4cccc(C)c4)CC3)n2)cc1,-22%,-3%,·,·,·,12%,2
COc1cc(C(=O)NCC(=O)NCCN2C(=O)S/C(=C\c3ccc4c(c3)OCO4)C2=O)cc(OC)c1OC,69%[activator],1%,?,-3%,·,12%,-7
COc1ccc(NC(=O)C2=C(C)Nc3nc(SCc4ccccc4C)nn3C2c2ccc(Br)cc2)cc1 (stereo unspecified),·,-6%,3%,-7%,·,·,-5
CC(C)C1CC(C(F)(F)F)n2nc(C(=O)O)cc2N1 (stereo unspecified),-9%,-6%,3%,·,5%,3%,-15
COc1ccccc1N1CCN(CC(O)COc2ccc(C)c(C)c2)CC1 (stereo unspecified),47%,1%,-1%,-5%,3%,-20%,-9
O=C(NNC(=O)c1ccc(Br)s1)c1cccc(Cl)c1,-44%,-8%,-2%,1%,·,30%,-26
CCOc1ccc2nc(SCC#N)c(C#N)cc2c1,-12%,-5%,-2%,-2%,0%,-1%,-68*
COC(=O)c1c(NC(=O)c2ccc(OC(C)C)cc2)sc2c1CC(C)(C)NC2(C)C,-3%,2%,1%,7%,8%,0%,0
COc1ccc(C2=NOC(C(=O)NCc3cccnc3)C2)cc1 (stereo unspecified),0%,9%,1%,-4%,6%,-2%,46
CC(=O)Nc1ccc(NC(=O)C2CCN(S(=O)(=O)c3ccc4c(c3)CCCC(=O)N4)CC2)cc1,·,-1%,12%,5%,·,·,16
C[C@@H]1CC2(CCCC[N+]2(C)C)C[C@H]1C,-15%,-14%,?,?,1%,11%,-14
Cc1cn(C(=O)c2cccc(Br)c2)c(C)n1,-2%,5%,?,6%,1%,41%[activator],21
Cc1ccc(-c2nnc(CSc3nc(C(C)C)nc4sc(C)c(C)c34)o2)cc1,-18%,3%,7%,7%,6%,0%,-18
O=C(N/N=C/C(Cl)=C/c1ccc([N+](=O)[O-])cc1)C(=O)Nc1cccc(C(=O)O)c1,-20%,26%,7%,?,6%,73%[activator],-30
C/C(=N\Nc1ncc(Cl)cc1Cl)c1cccs1,-36%,·,-1%,-7%,-29%,·,·
Nc1nonc1-c1nc2ccccc2n1CC(=O)N/N=C\c1ccc(-c2ccc(Cl)cc2)o1,-26%,-1%,?,-21%,1%,85%[activator],-24
O=C(NCC1CCCO1)C1CCN(C2CCN(C(=O)CC3CCCC3)CC2)CC1 (stereo unspecified),31%,-8%,0%,11%,-3%,-15%,-33
CC(C)CC(=O)NC(=S)Nc1cc(C(F)(F)F)ccc1N1CCOCC1,-7%,-10%,1%,-26%,4%,7%,2
CC(C)C[C@H](NC(=O)N1CCn2c1nc1ccccc12)C(=O)N1CCCCC1,131%[activator],1%,-8%,5%,-1%,87%[activator],-29
Cc1ccc(-c2nnc(SCC(=O)Nc3sc(C)c(C)c3C#N)n2C)cc1,-14%,-4%,-1%,8%,6%,3%,?
COc1cccc(C(=O)Nc2cccc(-c3nc4ncccc4o3)c2C)c1,-26%,-8%,?,5%,-2%,-1%,-27
CCn1nc(C)c(/C=N/NC(=O)Cc2ccc(Cl)cc2)c1C,-21%,-3%,-5%,-2%,-4%,-2%,·
CCN(CC)S(=O)(=O)c1ccc(NC(=O)Cn2c(=O)sc3ccccc32)cc1,?,0%,-3%,-16%,4%,17%,?
CCOc1ccc(C(=O)Nc2nc(C)c(C(=O)OC)s2)cc1,-14%,-2%,-2%,19%,-10%,3%,21
Cc1nn(CC(=O)Nc2nccs2)c(C)c1[N+](=O)[O-],-5%,-4%,?,-8%,2%,-4%,-38
Cc1cc(Cl)ccc1C(=O)C1CCCN(C(=O)CCN2CCCO2)C1 (stereo unspecified),22%,3%,2%,1%,10%,-1%,-7
Cc1ccc(CNC(=O)c2ccc3c(c2)N(Cc2cccc(Cl)c2)C(=O)CS3)cc1,·,1%,-4%,2%,·,·,-7
CCCN(C(=O)/C=C/c1ccc(S(=O)(=O)N(CC)CC)cc1)C1CCS(=O)(=O)C1 (stereo unspecified),45%,-5%,·,·,·,-3%[11.6 µM],-20
COc1ccc(N2CCN(C(=O)COc3ccccc3C#N)CC2)cc1,·,2%,-3%,-4%,·,·,-7
CCN(CC)C(=O)c1ccc(CS(=O)(=O)c2ccc(OC)cc2)o1,-13%,?,1%,?,1%,12%,-15
Cc1ccccc1-c1nnc(-c2ccc(Br)cc2)o1,-18%,-18%,3%,5%[11.4 µM],2%,0%,71
O=C(Nc1ccc(F)cc1F)c1cccc2c1C(=O)N(C1CCCCC1)C2,·,-9%,0%,0%,·,·,-10
CNC(=O)c1cccn(Cc2cccc(C(F)(F)F)c2)c1=O,-12%,2%,-4%,1%,16%,0%,43
Oc1ccccc1CN1CCN(C(c2ccccc2)c2ccccc2)CC1,-19%,-2%,-2%,5%,-7%,?,21

(list continues)
Molecule,AmpC no deterg,TbPYK inhibitor,AmpC detergent,Sm TGR inh,LmPK inhibitor,AMA1-RON2 inh,HCMV inh
CCOC(=O)c1c(-c2ccc(C)o2)csc1NC(=S)NC(=O)c1ccc(F)cc1,-19%,-9%,-7%,-13%,2%,15%,20
NC(=O)Nc1ccc(Oc2ncc(C(F)(F)F)cc2Cl)cc1,1%,2%,6%,6%,-4%,3%,?
C[C@@H]1CN([C@@H](C)CO)C(=O)CCCn2nncc2CO[C@H]1CN(C)C(=O)Nc1cccc(Oc2ccccn2)c1,·,1%,·,·,·,9%,-5
CN(C(=O)COn1nnc2ccc(S(=O)(=O)N3CCOCC3)cc21)c1ccccc1,-10%,-3%,-5%,-3%,·,-7%,-22

Already shown: four of the compounds above.
Molecule,AmpC no deterg,TbPYK inhibitor,AmpC detergent,Sm TGR inh,LmPK inhibitor,AMA1-RON2 inh,HCMV inh
COC(=O)c1c(NC(=O)c2ccc(OC(C)C)cc2)sc2c1CC(C)(C)NC2(C)C,-3%,2%,1%,7%,8%,0%,0
COc1ccc(C2=NOC(C(=O)NCc3cccnc3)C2)cc1 (stereo unspecified),0%,9%,1%,-4%,6%,-2%,46
CC(=O)Nc1ccc(NC(=O)C2CCN(S(=O)(=O)c3ccc4c(c3)CCCC(=O)N4)CC2)cc1,·,-1%,12%,5%,·,·,16
C[C@@H]1CC2(CCCC[N+]2(C)C)C[C@H]1C,-15%,-14%,?,?,1%,11%,-14
